TNAP activation fold: human TNAP enzyme activators, primary screen, biochemical, luminescent, no phosphate acceptor, uHTS (AID 1001). Alkaline phosphatase, tissue-nonspecific isozyme (Homo sapiens). purified TNAP, luminescent activation assay, no phosphate acceptor; higher activation fold means a stronger effect. activation fold at 20 µM; hits with a dose series show EC50 in µM. hit rate 0.03% among 200,000; in the data active = activation fold from about 3, or a potency from the dose series; inactive = the rest, 99 in 100 with activation fold below about 1.6; note: many of its hits are not listed in these tables
XIAP antagonists: XIAP antagonists, biochemical, IAP family, fluorescence polarization (AID 1018) | E3 ubiquitin-protein ligase XIAP (Homo sapiens) | XIAP BIR domain, fluorescence polarization peptide displacement; higher % means a stronger effect | displacement, % at 20 µM, or IC50 in µM where a hit was titrated | hit rate 0.007% among 200,000; in the data active = displacement above about 50%; note: a part of the inactive calls stands beside numbers as strong as those of hits
P. falciparum M17LAP: P. falciparum M17LAP inhibitors, primary screen, biochemical, fluorogenic H-Leu-NHMec substrate, 1536-well (AID 1619). recombinant M17LAP, H-Leu-NHMec fluorogenic kinetic assay; higher % means a stronger effect. hit rate 0.38% among 220,000. one-dose inhibition, % at 30 µM; IC50 in µM for titrated hits;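 active = compound inhibiting the enzyme by more than half at any dose during confirmatory dose-response retesting; inconclusive = strong single-dose inhibitors picked by rank but not retested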;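 note: plate controls were full reaction with DMSO carrier for no effect and no enzyme background for full effect; strong numbers were not always called active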
P. falciparum M1AAP: P. falciparum M1AAP inhibitors, biochemical, fluorogenic H-Leu-NHMec substrate, 1536-well (AID 1445); Aminopeptidase N (Plasmodium falciparum (isolate 3D7)); recombinant M1AAP, H-Leu-NHMec fluorogenic kinetic assay; higher % means a stronger effect; inhibition, % at 30 µM, or IC50 in µM where a hit was titrated; hit rate 0.42% among 220,000;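 active = primary inhibition above the hit cutoff, then over 50% inhibition at one or more dose response concentrations, cut at about 23% in these data, passing the limit was not always enough; inconclusive = conflicting primary data, or primary hits not chosen for dose response; inactive = low primary inhibition, or under 50% at every dose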;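 note: plate controls were DMSO full reaction for no effect and no enzyme background for full effect; strong numbers were not always called active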
human PMI inhibition: inhibitors of human PMI, primary screen, biochemical, fluorescence intensity, coupled assay (AID 1209); hit rate 0.42% among 190,000; inhibition, % at 20 µM, or IC50 in µM where a hit was titrated; purified PMI enzyme, coupled fluorescence intensity; higher % means a stronger effect; Mannose-6-phosphate isomerase (Homo sapiens);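 note: plate controls were DMSO vehicle for no effect and wells lacking substrate for full effect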
Lipid droplet: inhibitors of hepatocyte lipid droplet formation, primary screen, imaging, high-throughput imaging, BODIPY stain | inhibition, % at 6.5 µM | AML12 mouse hepatocytes, oleate lipid droplets | hit rate 0.4% among 240,000;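 active = lipid droplet intensity inhibited by at least 50%, with more than 500 cells counted; inconclusive = wells with under 300 cells, treated as cytotoxic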
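Assay system: AML12 mouse liver cells | Compound: 6.5 µM single-point dosing | Schedule: Overnight exposure | Technique: Fluorescence imaging, 20x objective, two fields per well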
Siah-1 displacement: Siah-1 peptide-binding antagonists, primary screen, biochemical, fluorescence polarization, rhodamine-plectin, uHTS (AID 1817); E3 ubiquitin-protein ligase SIAH1 (Homo sapiens); Siah-1 / rhodamine-plectin peptide fluorescence polarization; higher % means a stronger effect; displacement, % at 20 µM, or IC50 in µM where a hit was titrated; hit rate 0.02% among 290,000;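 active = displacement of at least 50% at 20 µM, with a fluorescence ratio check between 0.3 and a set limit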;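 note: plate controls were Siah plus tracer with DMSO for no effect and tracer alone without Siah for full effect; strong numbers were not always called active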
human PMI inhibitors: human PMI inhibitors, high substrate, primary screen, biochemical, fluorescence intensity, high mannose 6-phosphate (AID 1220). recombinant PMI enzyme, coupled fluorescence intensity; higher % means a stronger effect. Mannose-6-phosphate isomerase (Homo sapiens). hit rate 0.66% among 190,000. one-dose inhibition, % at 20 µM; IC50 in µM for titrated hits
K1F lysis inhibition: inhibition of K1F phage lysis, E. coli UTI89, bacterial capsule biogenesis inhibitors, alamar blue (AID 488966); E. coli UTI89 K1F phage lysis, alamar blue, 2 h; higher % means a stronger effect; inhibition, % at 100 µM; hits with a dose series show IC50 in µM; hit rate 0.02% among 340,000;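 active = phage lysis inhibition, versus mean bacterial control, above a set limit; inconclusive = no clear call, values can overlap the other calls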;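 note: capsule biogenesis inhibitors block K1F phage lysis so surviving cells raise fluorescence; higher fluorescence means more inhibition of phage lysis; actives were called in the ten point dose series up to 300 µM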
Lipid droplet cells 6.5 µM: also measured in Lipid droplet; calls as there; cell count; measured here: cell count, cytotoxicity flag;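 cells counted across two imaged fields per well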
The depositor's hits bear a star; ? = inconclusive; . = not tested or not shown; [ ] = another dose, or the depositor's remark. Cut-off read from the data, not from the text of the source, unless noted: active = inhibition above about 50%; inactive = the rest.

SMILES	TNAP activation fold	XIAP antagonists	P. falciparum M17LAP	P. falciparum M1AAP	human PMI inhibition	Lipid droplet	Lipid droplet cells 6.5 µM	Siah-1 displacement	human PMI inhibitors	K1F lysis inhibition
c1ccc(-c2nc(NCc3cccnc3)c3oc4ccccc4c3n2)cc1	1.1	-3.0%	4%	1%	1%	.	.	12%	-6%	0.3%
Nc1ccc(CSc2ccc(Cl)cc2)cc1	1.1	-3.3%	-5%	2%	5%	-2	673	6%	3%	-1.5%
N=C1C(c2nc3ccccc3[nH]2)=C(O)CN1c1ccc(CC(=O)O)cc1	1.3	-5.0%	34%	16%	15%	1	777	-4%	5%	0.9%
COc1cc(-c2nnc(SCC3(c4ccccc4)OCCO3)o2)cc(OC)c1OC	1.1	-4.8%	-4%	0%	2%	.	.	0%	-3%	0.5%
COC(=O)C1=C(N)Oc2cc(C)n(Cc3ccco3)c(=O)c2C1c1cccc(Cl)c1 (stereo not given)	1.1	-2.4%	4%	8%	4%	-3	758	-1%	9%	0.7%
CC(C)C[C@H](NC(=O)Nc1ccc(S(N)(=O)=O)cc1)C(=O)O	1.1	-2.3%	-2%	-4%	0%	.	.	2%	3%	2.1%[50 µM]
CC(C)N(Cc1nc(-c2ccc(Cl)cc2)no1)C(=O)CCCN1C(=O)c2ccccc2C1=O	1	-2.8%	-6%	0%	-7%	.	.	0%	8%	0.8%
Cc1csc2c(SCC(=O)NNC(=O)C(Cl)Cl)ncnc12	.	.	13%	6%	.	5	730	7%	.	.
Cc1oc(C(=O)O)cc1COc1ccc2c3c(c(=O)oc2c1C)CCCC3	1.1	-5.8%	.	.	1%	.	.	5%	-3%	.
Cc1c(C=NCCOCc2ccccc2)cnn1C	1.1	0.1%	7%	5%	-2%	.	.	4%	2%	-0.2%
O=C1CSC(c2cn(-c3ccccc3)nc2-c2ccc3c(c2)OCCO3)N1CCN1CCOCC1 (stereo not given)	1.1	-1.0%	8%	4%	6%	.	.	1%	7%	0.5%
COc1ccc(C(=O)NNC2=CC(=O)CC(C)(C)C2)cc1OC	1.1	-6.4%	-5%	12%	-3%	-2	618	-9%	4%	6.2%
CCCC/C(O)=C1\C(=O)CC(C)(C)CC1=Nc1ccc(N)cc1	1.1	-5.9%	-6%	7%	0%	0	712	-3%	0%	0.3%
CN(Cc1nc(-c2ccccc2)no1)C1CCOCC1	.	.	7%	3%	.	1	700	3%	.	0.1%
Cc1ccc(-c2nnn(CC(=O)NCC3CC3)n2)o1	1.1	-6.1%	1%	-5%	36%	.	.	0%	4%	0.2%
N#CCCSc1ncnc2c1oc1ccccc12	1	-1.1%	5%	4%	-23%	.	.	-4%	-25%	0.9%
COc1cc(/C=N/NC(=O)c2ccc3nc[nH]c3c2)cc(OC)c1OC	.	.	1%	4%	.	-2	742	-1%	.	.
CCOC(=O)C1CCN(CC(=O)N2C(C)CCCC2C)CC1 (stereo not given)	1	-13%	13%	4%	11%	.	.	0%	4%	1.9%
CCOc1ncccc1C(=O)N1CCN(c2cccc(C)c2C)CC1	1	-9.8%	-6%	-4%	3%	?	.	-3%	2%	0.3%
Cc1[nH]n(-c2ccccc2)c(=O)c1C=NCc1ccco1	0.9	-6.9%	10%	-3%	8%	20	704	2%	7%	.
COC(=O)c1cc(NC(=O)c2ccc(OC)cc2)c(=O)oc1C	1.1	-4.0%	-2%	2%	-34%	-20	664	-4%	-18%	1.0%
COc1ccc(CCn2c(NCCCN3CCOCC3)nc3c2c(=O)[nH]c(=O)n3C)cc1	1.1	-1.0%	2%	2%	10%	1	644	4%	9%	0.8%
O=c1[nH]c2ccc(Cl)cc2c(-c2ccccc2)c1SC(=S)N1CCOCC1	1	-2.6%	7%	44%	10%	-3	731	0%	8%	-0.7%
CC1CC(O)(Cc2ccccc2)C(C)CN1C (stereo not given)	1.1	-4.5%	2%	8%	4%	-2	856	-1%	3%	0.3%
O=[N+]([O-])c1cccc(-c2nc(N3CCOCC3)c3ccccc3n2)c1	1.1	31%	13%	10%	-3%	-4	708	-1%	-8%	.
O=C(O)CN=C(NS(=O)(=O)c1ccccc1)c1ccccc1	1.1	-5.8%	-2%	1%	14%	0	619	5%	6%	0.1%
Cc1cnc(C(=O)OCC(=O)NCc2ccc3c(c2)OCO3)cn1	1	-6.7%	3%	-3%	4%	2	685	1%	8%	1.7%
O=[N+]([O-])c1ccc(-c2cn3nc(-c4ccccc4)c(-c4ccccc4)nc3n2)cc1	.	.	0%	0%	.	11	729	9%	.	.
C/C(=N\S(=O)(=O)c1ccc(C)cc1)N1CCN(S(=O)(=O)c2ccccc2)C1C(C)C (stereo not given)	1	-2.5%	-7%	-3%	14%	-14	732	4%	3%	-1.9%
COc1ccc2c(c1)CC(=O)NC=C2	1.1	-2.5%	-7%	7%	15%	-2	720	1%	12%	0.2%
CC(C)OCC(O)CN1CCN(C(c2ccccc2)c2ccccc2)CC1 (stereo not given)	1	-2.7%	1%	-4%	-14%	0	650	11%	-13%	1.1%
Cc1cc(=O)[nH]c(SCC(=O)Nc2ccc(Br)cn2)n1	1.1	0.9%	19%	0%	14%	-1	669	7%	14%	0.2%
Cc1cccn2c(=O)c3cc(C(=O)NC(C)C)c(=N)n(Cc4ccncc4)c3nc12	1.1	-0.9%	-57%	7%	8%	-4	615	0%	6%	-0.3%
N#Cc1sc2nc(-c3cccs3)cc(-c3ccccc3)c2c1N	1	-5.6%	2%	13%	-8%	.	.	-4%	-1%	-0.1%
COCCn1c(C)cc(C2=NNC(=Nc3ccc(OC)cc3)SC2)c1C	1.1	-1.4%	-5%	5%	-8%	.	.	-6%	2%	7.1%
CCC(C)NC(=O)CNS(=O)(=O)c1ccc(C)cc1 (stereo not given)	1.1	3.7%	10%	1%	2%	12	750	-5%	-3%	0.9%
CC(=O)Nc1cccc(C(=O)/C=C/c2ccc[nH]2)c1	.	.	7%	5%	.	-5	737	1%	.	-0.3%
CSc1c(C#N)c(N)c(C#N)c2c1COC(C)(C)C2	1.1	-2.3%	-7%	7%	3%	-4	770	8%	3%	6.0%
CCCN1C2CCCC1CC(NC(=O)c1cc(OC)c(OC)c(OC)c1)C2 (stereo not given)	1	-4.4%	4%	11%	8%	.	.	-4%	11%	3.0%
O=C(NC(=S)Nc1ccccc1N1CCOCC1)c1ccc(-c2cc(Cl)ccc2Cl)o1	1	-95%	-1%	13%	-3%	14	603	14%	-9%	-5.3%
O=C(O)C12C[C@H]3C[C@@H](C1)CC(n1ncc(N4CCN(c5ccccc5)CC4)c(Cl)c1=O)(C3)C2	1	-8.9%	37%	20%	9%	10	594	-4%	2%	1.9%
COC(=O)CCN(C(=O)c1ccc(Cl)c([N+](=O)[O-])c1)c1ccccn1	.	.	-3%	-4%	.	-23	633	-4%	.	-1.9%
Nc1nc(NCc2ccco2)nc(N2CCCC2)c1[N+](=O)[O-]	.	.	4%	12%	.	9	767	-4%	.	-1.2%
CCCNC(=O)CCn1c(-c2ccc(C)cc2)cc(C(=O)OCC)c1C	1.2	-3.3%	2%	8%	-5%	9	827	1%	-4%	-0.4%
CCSc1nnc(-c2ccccc2NC(=O)CC)c(=O)[nH]1	1.1	-1.4%	3%	5%	4%	.	.	5%	9%	0.3%
CCC(CO)NCc1sccc1C (stereo not given)	1.1	-4.8%	-1%	4%	.	-10	768	-3%	.	0.1%
Cc1cc2c(cc1C)N(C(=O)CSc1nncn1C)C(C)(C)c1ssc(=S)c1-2	0.9	-7.9%	14%	6%	10%	-42	734	-2%	4%	3.1%
Cc1ccc(S(=O)(=O)N2CCN(C(=O)c3ccc([N+](=O)[O-])cc3)C2)cc1	1.1	-6.4%	8%	4%	0%	0	723	10%	5%	1.2%
COc1ccc(/C=C(\C#N)C(=O)OCC(=O)Nc2c(C)cccc2C)cc1	1	-6.5%	11%	8%	-3%	2	669	0%	-3%	4.6%
Cc1cccc(N2C(=O)c3cccc4c(N5CCCCC5)c([N+](=O)[O-])cc(c34)C2=O)c1C	0.9	3.0%	-12%	-1%	-4%	19	740	6%	-6%	4.1%
CCn1c(=O)[nH]c(=O)c2c(N)c(C(=O)c3cc(F)ccc3F)sc21	.	.	27%	15%	.	22	723	11%	.	0.3%[50 µM]
COC(=O)c1ccc(NC(=O)CSc2nncn2C)cc1	1.1	-5.0%	3%	-1%	10%	.	.	2%	7%	0.7%
Cc1ccc(C)c2[nH]c(=O)c(CCNC(=O)Cc3cccs3)cc12	1.1	-4.3%	10%	7%	3%	4	735	0%	12%	-0.9%
CC1CN(C(=O)c2cccs2)CC(C)O1 (stereo not given)	1	-2.7%	0%	-2%	1%	-9	682	-2%	3%	-0.5%
Cc1nn(-c2ccccc2)c(Cl)c1/C=N/NC(=O)OC(C)(C)C	1.1	-3.2%	11%	4%	12%	7	709	-1%	9%	0.3%
O=C(NCCCCc1ccccc1)c1ccc(Br)o1	1.1	-4.1%	2%	0%	-3%	0	725	-5%	-2%	0.4%
CCCCNC(=O)c1cc(C)nn1-c1ccccc1	.	.	0%	5%	.	5	727	12%	.	2.7%[50 µM]
CCOC(=O)c1sc(NC(=O)Cc2c(F)cccc2Cl)nc1C	1.1	-2.7%	1%	3%	-2%	2	760	-2%	-7%	0.1%
CC(C)[C@H]1CN=C2N(C[C@H](C)NC(=O)CCC3CCCCC3)[C@H](Cc3ccc(O)cc3)CN21	.	.	-14%	1%	.	-1	705	1%	.	0.6%
CC(C)CC(=O)N1CCN(CC2CC=CCC2)CC1 (stereo not given)	1.1	1.6%	7%	-2%	2%	-4	711	12%	-8%	-0.2%
O=C(NCc1ccccc1)N1CCC(n2cnc3cc(F)ccc32)CC1	1	-1.9%	-1%	9%	-2%	.	.	5%	-4%	0.5%
CN(CCO)c1cc(NCCCN2CCC(Cc3ccccc3)CC2)c2nonc2c1[N+](=O)[O-]	1	-7.5%	5%	10%	15%	.	.	-3%	28%	0.1%

Compounds were not picked by outcome, and some 1.9% of all compounds hit somewhere here.
